All columns: NCI-60 one-dose screen, growth in % after 48 h at 10 µM unless noted; 100 = growth as untreated, 0 = no growth, -100 = all killed.
SNB-19: SNB-19 CNS cancer cells; AID 1794751; 81,000 tested, 2.5% active
KM12: KM12 colon cancer cells | 82,000 tested, 5% active | AID 1794800
DU-145: DU-145 prostate cancer. AID 1794760. 81,000 tested, 4.2% active
PC-3: PC-3 prostate cancer cells. 80,000 tested, 3.9% active
HCC-2998: HCC-2998 colon cancer | 79,000 tested, 4.7% active
SNB-75: SNB-75 CNS cancer; 79,000 tested, 5% active; AID 1794750
HT29: HT29 colon cancer; 81,000 tested, 7.4% active
SF-539: SF-539 CNS cancer; AID 1794752; 81,000 tested, 6.8% active
SW-620: SW-620 colon cancer | 82,000 tested, 5.2% active
The depositor's hits bear a star; nt = no result given; & = joins results of further samples. Rule for the calls: active = growth percent below 10; inactive = the rest. Hits appear at their usual frequency; overall some 11% were active at least once.

no. | canonical_smiles | SNB-19 | KM12 | DU-145 | PC-3 | HCC-2998 | SNB-75 | HT29 | SF-539 | SW-620
1 | CC(C(=O)O)N1C(=O)CSC1=S (centres undefined) | 102 | 106 | 111 | 98 | 98 | 89 | 102 | 102 | 111
2 | CC(=O)Sc1ccccc1C(=S)S | 99 | 102 | 105 | 103 | 104 | 98 | 101 | 103 | 97
3 | COc1ccc(/C=C/C=C\C(=O)c2ccc(N3CCOCC3)cc2)cc1 | 84 | 93 | 99 | 91 | 99 | 93 | 76 | 91 | 95
4 | COc1ccc(Br)c(C=O)c1 | 75 | 94 | 88 | 72 | 86 | 55 | 76 | 31 | nt
5 | Nc1ccc(/C=C/c2ccc(N)cc2)cc1 | 95 | 99 | 111 | 70 | 101 | 71 | 84 | 56 | 95
6 | C/C(=C\CCc1ccsc1)CC/C=C(\C)CCC1OC1(C)C (centres undefined) | 99 | 109 | 114 | 97 | 120 | 97 | 99 | 98 | 99
7 | Nc1ccc(S(=O)c2ccc(N)cc2)cc1 | 102 | 103 | 105 | 91 | 116 | 89 | 99 | 97 | 98
8 | N#Cc1c(N2CCNCC2)nc2sc3cccc(Cl)c3n2c1=N | 107 | 99 | 100 | 85 | 103 | 86 | 111 | 108 | 105
9 | CS(=O)(=O)c1nccc(-c2c(-c3ccc(F)c(OCCc4ccc(F)cc4)c3)nc3sccn23)n1 | 0.4* | -43* | -92* | -62* | -91* | 68 | 7.4* | 76 | 67
10 | CCCCCCCCCCCC(=O)OCCCCC | 103 | 97 | 104 | 94 | 112 | 86 | 107 | 96 | 102
11 | CC[N+](C)(CC)CCC[N+]12CCC(CC1)CC2 | 107 | 104 | 108 | 103 | 103 | 92 | 107 | 98 | 110
12 | CCCOCCCNc1nc(N)nc(NCCCOCCC)n1 | 104 | 101 | 105 | 94 | 99 | 88 | 96 | 97 | 97
13 | O=C1OC(=Nc2cccc([N+](=O)[O-])c2)c2ccccc21 | 102 | 103 | 111 | 100 | 99 | 93 | nt | 99 | 104
14 | CCOC(=O)CC(NC(=O)C(CC(=O)OCc1ccccc1)NC(=O)OCc1ccccc1)C(=O)OCC (centres undefined) | 101 | 108 | 107 | 94 | 102 | 82 | 101 | 84 | 102
15 | CCc1c(C)c2cc(-n3c(-c4ccc(OC)cc4)csc3=N)c(O)c(C)c2oc1=O | 22 | 13 | 18 | 13 | 36 | -2.9* | 5.3* | -0.8* | 23
16 | O=C(O)c1ccccc1C(c1ccccc1)c1ccccc1 | 117 | 112 | 121 | 128 | 105 | 89 | nt | 100 | 101
17 | Cc1nc2ccccc2c(Cl)c1C | 101 | 107 | 120 | 93 | 106 | 89 | 106 | 113 | 105
18 | CC(C)(C)C(=O)Cc1ccncc1 | 109 | 106 | 106 | 96 | 105 | 101 | nt | 98 | 104
19 | COC(=O)c1ccccc1I | 101 | 107 | 106 | 93 | nt | 96 | 110 | 97 | nt
20 | CCOC(=O)c1cc(-c2ccc(Br)cc2)n(-c2ccc(S(N)(=O)=O)cc2)n1 | 93 | 96 | 102 | 89 | 97 | 68 | 103 | 98 | 93
21 | O=C(NCc1ccco1)Nc1cc(Cl)ccc1Cl | 99 | 99 | 106 | 92 | 103 | 100 | 101 | 100 | 108
22 | O=[N+]([O-])c1ccc(Cl)c(-c2cc(CCCCO)on2)c1 | 95 | 104 | 111 | 104 | 108 | 82 | 103 | 97 | 104
23 | CC(=O)CC(=O)N1CCN(C(=O)CC(C)=O)CC1 | 106 | 107 | 114 | 100 | 102 | 94 | 99 | 107 | 114
24 | CC(C(=O)NCc1cccnc1)c1ccc(Nc2ccnc(C(F)(F)F)c2)cc1 (centres undefined) | nt | 102 | 113 | 95 | 113 | 101 | 106 | 106 | 106
25 | CC(C)NCCCCCNc1cccc2cccnc12 | 110 | 108 | 122 | 81 | 101 | 106 | 92 | 97 | 96
26 | Cc1ccccc1NC(=O)c1ccccc1 | 94 | 103 | 114 | 84 | 100 | 88 | 87 | 111 | 104
27 | CCC(C)C1OC1(C)C1(O)C(C)=CC2CC(CO)=CCC2C1/C=C/C=C/C=C/C(=O)O (centres undefined) | 99 | 103 | 104 | 86 | 103 | 106 | 114 | 103 | 103
28 | O=C1C(=Cc2cc3ccccc3[nH]c2=O)C(=O)c2ccccc21 | 110 | 120 | 133 | 109 | 109 | 73 | 146 | 118 | 116
29 | Cc1cccc(C)c1Nc1nnc(-c2ccc(Cl)cc2)o1 | 95 | 48 | 52 | 65 | 77 | 75 | 19 | 82 | 66
30 | CCCOC(=O)CCC(C)=O | 108 | 115 | 111 | 108 | 90 | 97 | 99 | 97 | 93
31 | COc1cccc(-c2cn3nc(-c4c[nH]c5ccccc45)sc3n2)c1 | 84 | 59 | 101 | 87 | 86 | 86 | 69 | 92 | 71
32 | CN(C)c1ccc(/C=C(/CC(=O)c2ccc(Cl)c(Cl)c2)C(=O)NN)cc1 | 93 | 98 | 94 | 90 | 97 | 77 | 97 | 103 | 100
33 | Nc1cc(N)cc([N+](=O)[O-])c1 | 99 | 109&108 | 103&113 | 96&98 | 105 | 85&88 | 105&107 | 100&104 | 103&104
34 | CCOC(=O)c1c(NC(=O)c2cccc(C(F)(F)F)c2)sc2c3c(ccc12)OCN(C)C3 | 50 | -11* | -17* | -43* | -89* | 84 | -12* | -1.0* | -76*
35 | Nc1ncnc2c1N=C(c1ccc([N+](=O)[O-])cc1)CC(c1ccc3c(c1)OCO3)N2 (centres undefined) | 84 | 89 | 95 | 73 | 54 | 69 | 97 | 86 | 92
36 | CC(O)CN(CC(C)O)N(CC(C)O)CC(C)O (centres undefined) | 99 | 109 | 111 | 99 | 107 | 93 | 99 | 105 | 104
37 | CN1C(=O)N(C)C2C1NN=C1SC(c3ccccc3)=CC(=O)N12 (centres undefined) | 89 | 103 | 106 | 100 | 105 | 80 | 107 | 95 | 99
38 | CCOC(=O)/C=C(/C)N(C)C | 109 | 109 | 125 | 100 | 104 | nt | 108 | 121 | 101
39 | Cc1ccc(OC(=O)c2cccc(Cl)c2)cc1 | 103 | 105 | 115 | nt | 103 | 72 | 112 | 97 | 119
40 | O=C(NC(Cc1c[nH]c2ccccc12)C(=O)NCc1ccc2c(c1)OCO2)c1cccs1 (centres undefined) | 87 | 104 | 101 | 78 | 109 | 96 | 107 | 107 | 100
41 | COc1cc(C2=N/C(=C\c3cc4cc(Oc5ccccc5)ccc4nc3OC)C(=O)O2)cc(OC)c1OC | 106 | 101 | 103 | 99 | 104 | 106 | 92 | 98 | 106
42 | O=C1NC(=Nc2ccc(S(=O)(=O)Nc3ncccn3)cc2)S/C1=C\c1coc2ccccc2c1=O | 105 | 113 | 117 | 98 | 100 | 79 | 111 | 99 | 104
43 | Cc1ccc(C(=O)c2c(N)c(C#N)cn2Cc2ccc(Cl)cc2Cl)cc1 | 101 | 100 | 102 | 97 | 111 | 103 | 103 | 100 | 99
44 | COC(=O)c1cc(NC(=O)CC(=O)c2cccc(N)c2)cc(C(=O)OC)c1 | 102 | 61 | 118 | 78 | 93 | 90 | 92 | 97 | 99
45 | Cc1nn(-c2ccc(Cl)cc2)c(=O)n1CCn1cncn1 | 114 | 104 | 116 | 100 | 105 | 113 | 109 | 101 | nt
46 | CSC(=N\N=C(/C)c1ccc(Br)cc1)/N=C/N(C)C | 104 | 97 | 100 | 97 | 103 | 104 | 100 | 98 | 105
47 | CC(=O)OCCCN1C=C/C(=C\C(=O)n2ccc3ccccc32)c2ccccc21 | 105 | 98 | 111 | 104 | 102 | 83 | 106 | 98 | 100
48 | CCN(CC)CCSc1nc2ccccc2n1C | 103 | 112 | 119 | 96 | 91 | 66 | 99 | 93 | 106
49 | CC1=NC(C)(C)CC2CCC(O)C12 (centres undefined) | 105 | 98 | 103 | 97 | 101 | 91 | 98 | 102 | 95
50 | O=[N+]([O-])c1cccc(OCCOc2ccccc2)c1 | 98 | 101 | 109 | 102 | 98 | 102 | 87 | 105 | 113
51 | O=C(O)/C=C\C(=O)NCC1CCC(CNC(=O)/C=C\C(=O)O)CC1 (centres undefined) | 103 | 100 | 115 | 95 | 106 | 83 | 101 | 102 | 101
52 | O=C1Nc2ccc(Br)cc2/C1=N/N=C/c1ccccc1F | 96 | 87 | 105 | 89 | 94 | 82 | 90 | 87 | 92
53 | Clc1ccc(C(SCc2ccccc2)SCc2ccccc2)cc1 | 105 | 85 | nt | 86 | 120 | 91 | 91 | 97 | 89
54 | Oc1[nH]c2ccc(Cl)cc2c1N=Nc1nc(N=Nc2c(O)[nH]c3ccc(Cl)cc23)nc(N2CCCCC2)n1 | 42 | 48 | 68 | 19 | 39 | 95 | 39 | 80 | 15
55 | O=C(CSc1nccc(N2CCOCC2)n1)c1ccc(Cl)cc1 | 99 | 103 | 104 | 88 | 96 | 72 | 89 | 93 | 96
56 | COc1cc2nc(N3CCC[C@@H](NC4=CC(=O)c5ccccc5C4=O)C3)nc(N)c2cc1OC | -50* | -35* | -54* | 23 | 106 | -92* | -60* | -100* | -61*
57 | CN1CCN(Cc2nnc(CCC(=O)c3nc4ccc([N+](=O)[O-])cc4[nH]3)o2)CC1 | 108 | 103 | 107 | 92 | 93 | 100 | 110 | 104 | 98
58 | CCCCCCOC(=O)N1CCCCC1 | 104 | 106 | 115 | 90 | 101 | 103 | 103 | 106 | 120
59 | NS(=O)(=O)c1ccc(Nc2nc(NN=C(c3ccccc3)c3ccccc3)nc(Nc3ccccc3)n2)cc1 | 74 | 36 | 67 | 23 | 52 | 64 | 27 | 65 | 73
60 | O=C(O)CN1C(=O)/C(=C\c2ccc(-c3ccc(Cl)cc3)o2)SC1=S | 103 | 105 | 109 | nt | 108 | 99 | 113 | 96 | 101

(cont.)
no. | canonical_smiles | SNB-19 | KM12 | DU-145 | PC-3 | HCC-2998 | SNB-75 | HT29 | SF-539 | SW-620
61 | COc1ccc([C@H]2[C@H](C(=O)Nc3cccc4c3CCCC4)c3ccccc3C(=O)N2c2ccc(OC)cc2)cc1 | 97 | 87 | 111 | 66 | 77 | 97 | 75 | 96 | 107
62 | ClCC(Cl)C1CCC(Cl)C(Cl)C1 (centres undefined) | 100 | 105 | 102 | 102 | 101 | 90 | 103 | 97 | 105
63 | COc1ccc2nc3sc(C(=O)Nc4ccc(C(=O)/C=C/c5cc(OC)c(OC)c(OC)c5)cc4)cc3cc2c1 | 106 | 93 | 104 | 109 | 106 | nt | 99 | 111 | 110
64 | CS(=O)(=O)c1ccc(N2N=C(c3ccc(NC(=O)Nc4ccccc4)cc3)CC2c2ccc(Cl)cc2)cc1 (centres undefined) | 81 | 59 | 102 | 45 | 94 | 94 | 71 | 91 | 79
65 | CC(=O)Nc1ccc(-n2cnc3cc(-c4ccc(O)cc4)ccc32)c(C(F)(F)F)c1 | 67 | 26 | 89 | 73 | 84 | 41 | 71 | 67 | 89
66 | Cc1cccc(NC(=O)Nc2ccccc2Cl)n1 | 87 | 51 | 62 | 98 | 114 | 95 | 112 | 105 | 127
67 | CC(C)c1ccc(C(=O)Nc2sc3c(c2C(N)=O)CCC(=O)C3)cc1 | 13 | 1.4* | 31 | -45* | 15 | -88* | 5.7* | -69* | -43*
68 | CC(=O)OCC#CCOC(C)=O | 107 | 115 | 116 | 90 | 112 | 88 | 100 | 95 | 113
69 | O=C(N/C(=C/c1cc2ccccc2nc1Cl)c1nc2ccccc2[nH]1)c1ccccc1 | 97 | 108 | 114 | 76 | 109 | 109 | 92 | 118 | 116
70 | Cc1ccc(C(=O)NCCCNc2nc(Nc3ccc(N4CCN(C)CC4)cc3)nc3ccsc23)cc1 | 72 | 37 | 59 | 38 | 44 | 72 | 8.6* | -90* | 32
71 | CCCCC1(/C=N/NC(N)=O)NC(=O)NC1=O (centres undefined) | 101 | 99 | 105 | 82 | 102 | 92 | 95 | 109 | 110
72 | NNC(=O)COc1ccc(-c2nc3cc(Cl)c(Cl)cc3[nH]2)cc1 | 108 | 113 | 109 | 105 | 114 | 98 | 109 | 105 | 112

Bioassay records as filed in PubChem.
